Bioassay records as filed in PubChem BioAssay.
BAZ2B inh: inhibitors of human BAZ2B bromodomain; Potency, µM (highest dose often 114 µM), inactives show at the highest dose activity change, negative = inhibition, hits mostly inhibitors; AlphaScreen BAZ2B-H3K14Ac peptide displacement; 360,000 tested, 4.4% active; Q9UIF8; note: potency is the fitted concentration of half-maximal effect; % is set by controls: 0 for no effect and ±100 for the full control effect; nearly all actives have a fitted effect of over 60% in size
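Compounds, titrated to a top concentration of 110 uM, were incubated 30 min at room temperature with preformed BAZ2B/acetyl-K14 H3 peptide complex (50 nM each). Proximity signal was measured by AlphaScreen after 20 min with beads.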
PGK inhibitor: T. brucei PGK inhibition | Potency, µM (titrated, usually from 57.5 µM), for the others: at the highest dose activity change, negative = inhibition, usual class: inhibitors | PGK/GAPDH coupled, Kinase-Glo luminescence, 60 min | 380,000 tested, 0.043% active | AID 602233; note: potency is the fitted concentration of half-maximal effect; % is set by controls: 0 for no effect and ±100 for the full control effect; nearly all actives have a fitted effect of over 60% in size
Target sequence (P07378 whole entry, looked up): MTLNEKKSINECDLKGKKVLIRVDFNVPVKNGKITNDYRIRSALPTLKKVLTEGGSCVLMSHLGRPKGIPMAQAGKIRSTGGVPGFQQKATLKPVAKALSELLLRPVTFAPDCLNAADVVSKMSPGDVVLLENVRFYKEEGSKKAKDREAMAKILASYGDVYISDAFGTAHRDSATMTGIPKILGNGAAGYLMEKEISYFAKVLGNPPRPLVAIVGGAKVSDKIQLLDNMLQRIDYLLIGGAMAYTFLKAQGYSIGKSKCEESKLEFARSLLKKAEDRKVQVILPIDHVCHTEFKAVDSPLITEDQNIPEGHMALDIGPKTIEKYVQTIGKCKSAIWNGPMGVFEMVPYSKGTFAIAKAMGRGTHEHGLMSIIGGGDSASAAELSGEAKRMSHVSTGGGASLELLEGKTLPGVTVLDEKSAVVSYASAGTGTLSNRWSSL
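Luminescent ATP detection (Kinase-Glo Plus) follows a 60-minute room-temperature incubation, with wells lacking PGK as controls. Buffer: 100 mM TEA (pH 7.6), 5 mM MgCl2, 0.01% Tween-20. Coupling enzyme GAPDH (100 nM final) supplies unstable 1,3-BPG in-well.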
Pin1 inhibitor: human Pin1 inhibition. Pin1 FP peptide displacement, HiFluor488, 10 min. Potency, µM (series often up to 115 µM), without a hit: at the top dose activity, negative = inhibition, usual class: inhibitors. 390,000 tested, 0.009% active. AID 504891; active = well fitted inhibition curve with a large enough effect in the polarisation, with a control signal flat, not every such curve was filed as active; inconclusive = small, poorly fitted or top-dose-only effect, or effect the other way, or a change in a side signal; inactive = no such curve, though single readings can be large or run the other way; the % refers to the polarisation; note: potency is the fitted concentration of half-maximal effect; % is set by controls: 0 for no effect and ±100 for the full control effect
Target sequence (Q13526 whole entry, looked up): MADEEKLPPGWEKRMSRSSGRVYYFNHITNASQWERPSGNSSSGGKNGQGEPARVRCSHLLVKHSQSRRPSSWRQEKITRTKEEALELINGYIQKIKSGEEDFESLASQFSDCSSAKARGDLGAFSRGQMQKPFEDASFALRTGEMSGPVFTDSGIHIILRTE
PI4K2A block: PI4K2A (human) kinase inhibition; Q9BTU6; purified PI4K2A, ADP-Glo luminescence, 1 h; stronger effect = lower value; activity change, negative = inhibition, % at 76.9 µM; 420,000 tested, 0.13% active; AID 1346378; in the data active = activity change below about -50%; inconclusive = mostly about -30% to -49%;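 note: -100% = wells without enzyme as full effect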
Target sequence (Q9BTU6 whole entry, looked up): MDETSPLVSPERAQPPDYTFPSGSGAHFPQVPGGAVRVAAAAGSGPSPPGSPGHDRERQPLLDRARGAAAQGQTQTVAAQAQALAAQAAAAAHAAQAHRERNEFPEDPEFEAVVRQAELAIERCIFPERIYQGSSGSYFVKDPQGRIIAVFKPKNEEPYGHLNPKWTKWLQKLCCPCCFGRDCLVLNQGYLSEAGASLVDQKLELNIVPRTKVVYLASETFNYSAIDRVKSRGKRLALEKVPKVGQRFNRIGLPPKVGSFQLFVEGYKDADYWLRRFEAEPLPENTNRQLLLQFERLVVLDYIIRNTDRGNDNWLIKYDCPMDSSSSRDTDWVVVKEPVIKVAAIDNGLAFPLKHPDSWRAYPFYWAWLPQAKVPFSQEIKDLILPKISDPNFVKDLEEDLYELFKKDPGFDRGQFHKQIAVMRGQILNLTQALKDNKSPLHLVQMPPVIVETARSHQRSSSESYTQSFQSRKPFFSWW
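PI4K2A activity was measured by ADP-Glo luminescence: enzyme (4 ug/mL stock) and phosphatidylinositol (1.2 mM stock) in Tris pH 7.5/MgCl2/EGTA/Triton X-100 buffer were reacted with ATP (300 microM stock) for one hour at ambient temperature.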
HP1b chromo inh: blocks HP1-beta chromodomain binding to methylated histone tails. P83916. AlphaScreen HP1-beta / biotin-H3K9me3 peptide binding. Potency, µM (doses to about 114 µM), for the others: top-dose activity change, negative = inhibition, hits mostly inhibitors. 390,000 tested, 0.56% active; note: potency is the fitted concentration of half-maximal effect; nearly all actives have a fitted effect of over 70% in size; inactives centre near 23
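Compound inhibition of the preformed complex between 50 nM HP1-beta and 50 nM biotinylated H3K9me3 peptide was read by AlphaScreen. Buffer was PBS pH 7.4 with 0.01% Tween-20. Incubations ran 30 min at room temperature, with 10 ug/mL donor/acceptor beads.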
GLS inhibitor: inhibitors of human glutaminase (GLS); O94925; GLS enzymatic activity, qHTS titration; Potency, µM (doses to about 45.5 µM), for the others: top-dose activity change, negative = inhibition, usual class: inhibitors; 410,000 tested, 0.21% active; AID 624170; note: potency is the fitted concentration of half-maximal effect; % is set by controls: 0 for no effect and ±100 for the full control effect
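Compounds were pin-transferred onto hKGA, after which L-glutamine (1 mM solution) and a detection mix of glutamate oxidase, HRP and Amplex Red were added. Initial and 30 min RT fluorescence reads were collected.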
G9a inh: G9a (human) methyltransferase inhibition; Q96KQ7; G9a H3K9 monomethylation, AlphaScreen, 2 h; Potency, µM (titrated, usually from 102 µM), inactives show top-dose activity, negative = inhibition, actives largely listed as inhibitors; 350,000 tested, 8.8% active; note: potency is the fitted concentration of half-maximal effect; % is set by controls: 0 for no effect and ±100 for the full control effect; nearly all actives have a fitted effect of over 75% in size
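Compounds were preincubated with 20 nM G9a for 15 min, after which biotinylated H3K9 peptide (500 nM) and SAM (20 uM) started a 2 h room-temperature reaction. Monomethylated product was quantified by antibody-based AlphaScreen chemiluminescence.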
JMJD2A Tudor: JMJD2A Tudor domain (human) inhibition; O75164; AlphaScreen JMJD2A-Tudor / H3K4me3 peptide binding; Potency, µM (highest dose often 114 µM), without a hit: at the top dose activity change, negative = inhibition, most hits filed as inhibitors; 390,000 tested, 4.4% active; note: potency is the fitted concentration of half-maximal effect; % is set by controls: 0 for no effect and ±100 for the full control effect; nearly all actives have a fitted effect of over 50% in size
POLH inh: DNA polymerase eta (human) inhibition; Q9Y253; recombinant Pol eta, fluorescent DNA replication assay; Potency, µM (top dose mostly 114 µM), inactives show at the top dose activity change, negative = inhibition, actives largely listed as inhibitors; 390,000 tested, 1.2% active; note: potency is the fitted concentration of half-maximal effect; % is set by controls: 0 for no effect and ±100 for the full control effect
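Pol eta at 10 nM preincubated with compounds 15 min at room temperature; reaction started with fluorescent substrate (50 nM final) and read kinetically at 0 and 10 min.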
An asterisk follows results filed as active; i = inactive; ? = inconclusive; nt = no result given; & = joins results of further samples; [ ] = remark or other dose. Unless noted, calls come from the whole dose curve; as a rule, active = well fitted curve in the direction sought with a large enough effect; inconclusive = small, poorly fitted or top-dose-only effect, or another doubt; inactive = no such curve, though single readings can be large; an effect the other way counts as inactive or inconclusive.

Every second line gives: Pin1 inhibitor, PGK inhibitor, GLS inhibitor, HP1b chromo inh, G9a inh, PI4K2A block, JMJD2A Tudor, BAZ2B inh, POLH inh
- O=C(NNC(=O)c1cccc2ccccc12)c1ccc(F)cc1
 : 9%, i, 14%, 42%[activator], nt, -8, -6%, nt, -15%
- CCCCN=C(N)/C(C(=O)OCC)=C(\O)c1ccc(OC)cc1
 : 6%, 1%, 0%, 50%, ?, 6, -7%, -8%, -3%
- Cc1nnc(SCc2nnc(-c3cccs3)o2)n1C1CCCCC1
 : -8%, 0%, -9%, 67%[activator], 7%, 0, -10%, -20%, -12%
- NC(=O)CCCn1c(C(=O)c2ccc(Cl)cc2)c2ccc([N+](=O)[O-])cc2[n+]1[O-]
 : 2%, -1%, -3%, 3%, -6%[2.33 µM], -4, -30%, -7%, -9%
- CC(=O)Nc1ccc(/C=N/Nc2ccc(C(=O)c3c(C)cc4ccccn34)cc2[N+](=O)[O-])cc1
 : -2%, -4%, -29%, -5%[57 µM], 4%[59 µM], 1, -23%, -10%, -17%
- Cn1c(=O)c(=O)n(C)c2cc(S(=O)(=O)N3CC(=O)N(CCc4ccccc4)C(=O)C3)ccc21
 : 7%, -2%, -2%, 22%, nt, -3, 4%, 3%, 7%
- O=C(O)CCC(=O)OCC1CCCCC1
 : 6%, 3%, -7%, 28%, 10%[2.33 µM], -2, -32%, -28%, -9%
- CC1CCCCC1NC(=O)Cn1cc([N+](=O)[O-])ccc1=O (centres undefined)
 : 4%, i, -3%, 23%, 6%[12.7 µM], -4, -16%, 13%, 2%
- Cc1ccc(N(Cc2cccs2)C(=O)Nc2cccc(Cl)c2)cc1
 : -2%, -1%, 3%, 30%, 9%[59 µM], -1, 6%, -2%, -2%
- CCOc1ccc(C(C)NC(=O)Nc2ccc(F)cc2F)cc1 (centres undefined)
 : 2%, 4%, -1%, 42%[activator], 49%, 0, 5%, 8%, -19%
- CCS(=O)(=O)N1CCCC(C(=O)NCCCN(C)Cc2ccccc2)C1 (centres undefined)
 : -2%, 1%, 15%, 29%, -10%[59 µM], 11, -7%, -4%, -16%
- CCN(C[C@H]1N[C@@](Cc2ccccc2)(C(=O)OC)[C@H]2C(=O)N(C)C(=O)[C@@H]12)C(=O)Nc1ccccc1
 : 1%, -1%, 6%, 16%, nt, 0, -16%, nt, 1%
- Nc1nc2sc3c(c2cc1C(=O)NCC(=O)O)CCCC3
 : 11%, -3%, -5%, 35%, ?, 0, -12%, -14%, -12%
- COc1ccc(CN2CC(C(=O)NCCCN3CCN(Cc4ccccc4)CC3)CC2=O)cc1 (centres undefined)
 : 4%, 3%, 6%, 23%, -8%, 0, -17%, -8%, -8%
- COc1ccc(-c2ccc(NS(=O)(=O)c3cc(C)c(C)cc3C)cc2)nn1
 : ?, -13%, -5%, 16%[57 µM], -25%[59 µM], -1, -24%, -16%, 1%
- COc1cccc(C2c3[nH]c4ccccc4c3CCN2Cc2ncc[nH]2)c1 (centres undefined)
 : -3%, -7%, 0%, 2%, -30%, 11, ?, ?, -22%
- Clc1ccc(SCCCCn2cncn2)cc1
 : -12%, -8%, 13%, 32%, 6%[12.7 µM], 3, -2%, -4%, 3%
- CCn1cc(C2Nc3ccccc3C(=O)N2O)c(C)n1 (centres undefined)
 : 0%, -8%, 11%, 46%[activator], 18µM*, 1, -21%, 8%, -10%
- Cc1ccc2c(c1)N(CCC(=O)NCCCN1CCCC1)C(=O)C(C)O2 (centres undefined)
 : 2%, 5%, 5%, 1%, 29%, -1, -6%, 7%, 1%
- CCO[C@@H]1OC(C(=O)O)=C[C@H](C)[C@H]1CCCO
 : 0%, i, 1%, 27%, nt, 6, -17%, -3%, -4%
- C=CCN(Cc1cccc(OC)c1OC)S(=O)(=O)N(C)C
 : -5%, nt, 10%, 30%[activator], nt, -1, -7%, -8%, -13%
- CS(=O)(=O)c1ccc(Cl)c(NC(=O)CNC(=O)c2ccc3c(c2)OCO3)c1
 : -2%, i, 7%, 18%, nt, 2, -7%, nt, -10%
- COc1ccc(CN2C(=O)c3oc4ccccc4c(=O)c3C2c2ccc(O)c(OC)c2)cc1 (centres undefined)
 : 1%&-10%, -7%&-2%, 0%&-7%, 23%&21%, 24%, -5&0, -10%&-26%, -17%&-1%, 2%&3%
- O=C(COC(=O)C1CC2C=CC1C2)NCc1ccc(F)cc1 (centres undefined)
 : 3%, 8%, 5%, 34%, -5%[59 µM], 9, -7%, 9%, -12%
- CCOC(=O)CSc1ncc(-c2cccc(Cl)c2)cn1
 : 9%, i, -8%, 113%[activator], 115%[activator], -2, 77%[activator], 121%[activator], -8%
- Cc1nnc(Sc2nc3c(c(=O)n(C)c(=O)n3C)n2Cc2ccc(Cl)cc2)s1
 : 3%, -6%, -5%, 30%, ?, -1, 3%, -34%, -12%
- CCCCC(=O)N=c1sc2cc(S(C)(=O)=O)ccc2n1C
 : 6%, i, -13%, 35%, -7%, -6, -3%, 5%, -10%
- COc1ccc(C(=O)NCCS(=O)(=O)N2CCC3(CC2)OCCO3)cc1
 : -1%, -3%, 0%, 28%, -12%, -2, -1%, -9%, -14%
- CCn1c(SCc2nc(-c3ccc(Cl)cc3)no2)nnc1-c1ccco1
 : 1%, -5%, 26%, 18%, 15%[12.7 µM], 2, -19%, -34%, -16%
- COc1ccc([N+](=O)[O-])cc1NC(=O)c1ccccc1N(C)S(C)(=O)=O
 : -6%, -8%, -5%, 30%, -15%, 3, -6%, 2%, -14%
- O=C(OCC(=O)N1CCCCC1)c1cc(S(=O)(=O)N2CCOCC2)c(Cl)cc1Cl
 : -3%, i, -7%, 18%, nt, 0, -9%, nt, -16%
- Cc1ccc(NC(=O)CSc2nnc(-c3cnccn3)n2Cc2ccco2)cc1
 : 4%, 3%, -3%, 13%, -32%[12.7 µM], 1, -10%, ?, -5%
- CCSc1nnc(NC(=O)c2ccc3nc[nH]c3c2)s1
 : 4%, -4%, 36%[activator], 28%, nt, 6, -15%, nt, ?
- C/C=C(/C)C(=O)OC1Cc2c(ccc3ccc(=O)oc23)OC1(C)C (centres undefined)
 : -8%, -9%, 2%, 46%[activator], 26%[12.7 µM], -5, -4%, -27%, -14%
- O=C(NCCn1cccn1)C1CCC(=O)N(CCc2cccc(F)c2)C1 (centres undefined)
 : -11%, 3%, 2%, 32%, -7%[0.501 µM], -1, -12%, -4%, -18%
- COc1ccnc(CS(=O)c2nc3cc(C(O)(F)F)ccc3[nH]2)c1OC (centres undefined)
 : 6%, -2%, -22%, 22%, 20µM*, 2, 79µM*, -1%, -9%
- CN(C(=O)COC(=O)Cn1cnc2ccccc21)C1CCCCC1
 : -3%, i, -16%, 43%[activator], nt, 5, -7%, nt, -9%
- COc1ccc([C@H]2N[C@]3(CCCN(Cc4cccn4C)C3=O)[C@H]3C(=O)N(Cc4ccccc4)C(=O)[C@@H]23)cc1
 : nt, 4%, -6%, nt, nt, -4, nt, nt, -18%
- COc1cccc(OC)c1C(=O)OCC(=O)NCC1CCCCC1
 : nt, -9%, 0%, nt, nt, 3, nt, nt, -9%
- O=C(NC1CCCCC1)C(=S)NCc1ccccc1
 : 0%, i, -1%, 76%[activator], -9%[12.7 µM], 1, 37%[activator], -5%, -19%
- N#Cc1cc2c(nc1SCC(O)CS(=O)(=O)Cc1ccccc1)CCCC2 (centres undefined)
 : 4%, -3%, 5%, 9%, -12%[12.7 µM], -1, -12%, 8%, -12%
- CCOC(=O)C1(CCc2ccccc2)CCN(C(=O)c2cnc(C)cn2)CC1
 : -3%, i, 5%, 27%, -1%, 0, -12%, -1%, -4%
- COC(=O)c1c(O)cc(C(C)(C)C)n(-c2ccccc2)c1=O
 : -7%, -1%, 7%, 20%, 5%[59 µM], -6, -18%, 5%, -4%
- CCCc1cc(N2CCOCC2)n2nc(C)c(-c3ccccc3)c2n1
 : 4%, -1%, 3%, 114%[activator], -10%, 0, 2%, 33%[activator], 0%
- CCOc1ccc(/C=C/C(=O)Nc2sc3c(c2C(=O)OC)C(C(=O)OC)CC3)cc1 (centres undefined)
 : 7%, 0%, -16%, ?, 1.1µM*, -4, 56µM*, ?, 50µM*
- NC(=O)N/N=C/CCc1ccccc1
 : -1%, i, -5%, 23%, 5%, 3, 8%, 2%, -18%
- N#Cc1ccc2c(c1)nc1ccccn12
 : -2%, 9%, 2%, 20%, -34%, 5, -2%, -4%, -4%
- COc1ccc(-n2nnnc2-c2cnc(N3CCCC3)nc2C(F)(F)F)cc1
 : 2%, -6%, 5%, 30%, 68%[activator], -4, 18%, 11%[57.1 µM], -20%
- COC(C(=O)Nc1ccc(C(N)=O)cc1)c1ccccc1 (centres undefined)
 : 8%, -8%, 6%, 13%, -21%, -4, -7%, -25%, -11%
- CC(NC(=O)NC1CCCCC1)C(c1cccs1)N1CCOCC1 (centres undefined)
 : -2%, -3%, 2%, 19%, -5%[59 µM], 2, -12%, 3%, 4%
- Cn1c(=O)n(CCCc2ccccc2)c(=O)c2c1nc1n2CCN1c1ccccc1
 : 4%, -10%, -6%, 23%, -44%[59 µM], 3, -29%, -30%, -18%
- O=C(Cn1nnc(-c2cccs2)n1)NCc1cccs1
 : 3%, -1%, -13%, 27%, 4%, 3, 1%, 1%, -16%
- CNC(=S)Nc1ccc(Cc2ccncc2)cc1
 : -12%, -7%, -6%, 41%[activator], 8%, 0, -5%, -3%, -11%
- CC(=O)Nc1ccc(S(=O)(=O)NC(CC(=O)O)c2ccc(OC(C)C)cc2)cc1 (centres undefined)
 : 2%, i, 8%, 16%, -38%, 5, -11%, 3%, 1%
- Cc1ccc(CN(C(=O)c2csnn2)C(C(=O)NC2CCCC2)c2ccc(C)o2)cc1 (centres undefined)
 : -2%, -5%, 0%, 43%[activator], 23%[59 µM], 4, -31%, 2%, -1%

A portion of the library; rates above refer to the full screens.
